Screens as filed in PubChem BioAssay.
C diff HTS: inhibitors of Clostridium difficile growth; growth activity, negative = inhibition, % at 16 µg/mL (by protocol); Clostridium difficile clinical isolate growth, OD600, 24 h; stronger effect = lower value; hit rate 0.25% among 86,000;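 active = mean growth activity at or below -80% and every replicate also at or below -80%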;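 note: 0% = DMSO wells and -100% = levofloxacin 16 µg/mL wells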
T cruzi growth: T. cruzi proliferation inhibition; inhibition, % at 8.34 µM; hit rate 5.9% among 77,000; T. cruzi beta-gal in NIH3T3, GalScreen luminescence, 90 h;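 active = mean inhibition above about 93%, with at least 55% of replicates each passing it, limit read from the data, passing the limit was not always enough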
GASC1 inh: KDM4C (human) demethylase inhibition. GST-KDM4C 2-372, H3K9me3 peptide, LANCE TR-FRET. inhibition, % at 12.5 µM. hit rate 0.15% among 96,000;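 active = mean replicate inhibition above about 25%, with at least 55% of replicates also reaching it, limit read from the data, passing the limit was not always enough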
Target sequence (Q9H3R0 2-372 limits assumed): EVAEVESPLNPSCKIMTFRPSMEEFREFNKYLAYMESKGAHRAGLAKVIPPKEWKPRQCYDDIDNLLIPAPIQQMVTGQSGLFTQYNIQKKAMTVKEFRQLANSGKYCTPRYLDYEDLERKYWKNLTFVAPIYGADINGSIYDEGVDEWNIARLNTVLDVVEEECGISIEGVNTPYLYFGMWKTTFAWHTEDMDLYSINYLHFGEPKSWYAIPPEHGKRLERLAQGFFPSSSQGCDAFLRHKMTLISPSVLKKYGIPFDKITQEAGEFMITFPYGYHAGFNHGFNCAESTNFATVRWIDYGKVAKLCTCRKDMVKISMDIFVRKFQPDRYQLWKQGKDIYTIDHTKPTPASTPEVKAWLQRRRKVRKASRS
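Compound: one test concentration per compound; Material: GST-GASC-1 enzyme fragment 2-372; Amount: GASC-1 enzyme at 10 nM final in reaction; Also added: H3K9me3 peptide substrate, Fe(II), 2-oxoglutarate; Technique: LANCE TR-FRET; Times: 30 min demethylation and 1 h detection at room temperature.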
Pf Dd2 inh: blocks growth of Plasmodium falciparum Dd2 parasites; activity change, % at 10 µM; AID 1159554; P. falciparum Dd2 growth, SYBR Green, 72 h; stronger effect = lower value; hit rate 2.3% among 94,000; in the data active = activity change below about -80%
* marks the source's active call; other numbers are inactive results; . = not tested or not shown; & = joins results of further samples.

SMILES | C diff HTS | T cruzi growth | GASC1 inh | Pf Dd2 inh
C[C@@H]1CN([C@H](C)CO)C(=O)c2cc(NC(=O)Nc3ccccc3)ccc2O[C@@H](C)CCCCO[C@@H]1CN(C)C(=O)Cc1ccccc1 | . | -6.4 | -1.0 | -74.6
O=C(C[C@@H]1CC[C@@H]2[C@H](COC[C@H](O)CN2C(=O)c2ccccc2)O1)Nc1ccccc1 | -1.6&-7.6 | . | -0.9 | 27.6
N#C[C@H]1[C@@H](c2ccc(-c3cccc(F)c3)cc2)[C@@H](CO)N1C(=O)NC1CCCC1 | 7.0 | 88.7 | -2.5 | -9.4
Cc1ccc(-c2cnc3c(c2)C(=O)N([C@@H](C)CO)C[C@@H](C)[C@H](CN(C)C(=O)c2cccc(F)c2)O3)cc1 | 0.2 | . | -1.3 | 6.7
CCCNC(=O)C[C@H]1CC[C@@H]2[C@H](COc3ccc(NC(=O)c4cccc(F)c4)cc3C(=O)N2C)O1 | 13.8 | 5.9 | 0.4 | 2.7
CN(C)C(=O)C[C@@H]1CC[C@@H]2[C@H](COC[C@@H](O)CN2C(=O)C2CCOCC2)O1 | . | 25.6 | -1.4 | -5.8
COC(=O)C[C@@H]1C=C[C@H](NS(=O)(=O)c2ccc(OC)cc2)[C@H](CO)O1 | . | 42.5 | -0.6 | 6.4
COc1ccccc1S(=O)(=O)N[C@@H]1CC[C@@H](CCNC(=O)C2CCC2)O[C@H]1CO | 0.4 | . | 0.1 | 0.0
Cc1noc(C)c1S(=O)(=O)Nc1ccc2c(c1)C(=O)N([C@H](C)CO)C[C@@H](C)[C@H](CN(C)Cc1ccccc1)O2 | -2.0 | -1.6 | 10.2 | -5.1
COc1ccc(S(=O)(=O)Nc2ccc3c(c2)C(=O)N([C@@H](C)CO)C[C@H](C)[C@@H](CN(C)Cc2ccc(C(F)(F)F)cc2)OCCCC[C@H](C)O3)cc1 | 13.7 | 89.1 | 1.4 | -43.6
COCC#Cc1ccc2c(c1)O[C@H](CN(C)S(C)(=O)=O)[C@@H](C)CN([C@@H](C)CO)S2(=O)=O | -0.7 | -45.8 | 9.7 | -4.0
COCC(=O)N1C[C@@H](C)[C@@H](OC)CN(C)C(=O)c2cc(NC(=O)c3ccc(F)cc3)ccc2OC[C@@H]1C | -4.1 | 11.0 | 0.6 | -46.1
CC(C)CC#Cc1ccc2c(c1)O[C@@H](CN(C)Cc1ccccn1)[C@@H](C)CN([C@@H](C)CO)S2(=O)=O | . | 115.9* | 6.4 | -38.5
CO[C@@H](CN(C)C(=O)c1ccccc1F)[C@@H](C)CN([C@@H](C)CO)S(=O)(=O)c1ccc(C)cc1 | . | 35.4 | -0.3 | 9.4
COc1ccc(NC(=O)Nc2cccc3c2O[C@H](CN(C)S(C)(=O)=O)[C@H](C)CN([C@@H](C)CO)C3=O)cc1 | -1.0 | 34.9 | 0.6 | -49.2
C[C@H](CO)N1C[C@H](C)[C@H](CN(C)CC2CCCCC2)Oc2ccc(NC(=O)Nc3cccc4ccccc34)cc2CC1=O | 9.4 | 85.1 | -3.3 | -47.7
COc1ccc(NC(=O)Nc2ccc3c(c2)C(=O)N([C@H](C)CO)C[C@H](C)[C@H](CN(C)S(=O)(=O)c2cn(C)cn2)OCCCC[C@H](C)O3)cc1 | 1.3 | -35.4 | -0.1 | -25.5
CO[C@@H]1CN(C)C(=O)c2cc(NS(=O)(=O)c3cn(C)cn3)ccc2OC[C@@H](C)N(C)C[C@@H]1C | 0.6 | -14.5 | -2.1 | 5.0
COc1ccccc1CNC(=O)C[C@@H]1CC[C@H](NC(=O)CN(C)C)[C@@H](CO)O1 | -2.1 | 18.4 | -1.4 | 4.7
C/C=C/c1cnc2c(c1)C(=O)N([C@H](C)CO)C[C@H](C)[C@H](CN(C)C(=O)CN1CCOCC1)O2 | 2.5 | 5.9 | 14.0 | -18.7

Arranged by SMILES length (smallest number first): 4 of the compounds above.
SMILES | C diff HTS | T cruzi growth | GASC1 inh | Pf Dd2 inh
CN(C)C(=O)C[C@@H]1CC[C@@H]2[C@H](COC[C@@H](O)CN2C(=O)C2CCOCC2)O1 | . | 25.6 | -1.4 | -5.8
C/C=C/c1cnc2c(c1)C(=O)N([C@H](C)CO)C[C@H](C)[C@H](CN(C)C(=O)CN1CCOCC1)O2 | 2.5 | 5.9 | 14.0 | -18.7
CO[C@@H]1CN(C)C(=O)c2cc(NS(=O)(=O)c3cn(C)cn3)ccc2OC[C@@H](C)N(C)C[C@@H]1C | 0.6 | -14.5 | -2.1 | 5.0
COc1ccc(NC(=O)Nc2ccc3c(c2)C(=O)N([C@H](C)CO)C[C@H](C)[C@H](CN(C)S(=O)(=O)c2cn(C)cn2)OCCCC[C@H](C)O3)cc1 | 1.3 | -35.4 | -0.1 | -25.5

New compounds follow
SMILES | C diff HTS | T cruzi growth | GASC1 inh | Pf Dd2 inh
O=C(C[C@@H]1CC[C@H](NC(=O)CCN2CCCCC2)[C@@H](CO)O1)NCc1ccc(Cl)c(Cl)c1 | . | -6.2 | 0.2 | 10.4
COc1ccc(-c2ccc([C@@H]3[C@@H](CO)N(C(=O)C4CCC4)[C@H]3C#N)cc2)cc1 | -1.0 | 87.4 | -0.2 | -20.7
CO[C@@H]1CN(C)C(=O)c2ccc(NC(=O)C3CC3)cc2OC[C@@H](C)N(C(=O)Nc2ccccc2F)C[C@H]1C | . | 28.1 | 0.0 | 26.3
C[C@@H]1CN([C@H](C)CO)C(=O)Cc2cc(NS(=O)(=O)c3ccc(F)cc3)ccc2O[C@@H]1CN(C)C | -7.1 | -24.8 | 1.5 | 10.9
CC(C)C#Cc1ccc2c(c1)O[C@H](CN(C)Cc1cccnc1)[C@@H](C)CN([C@@H](C)CO)S2(=O)=O | 2.6 | 93.5* | 1.3 | -62.9
CNC[C@H]1Oc2ccc(NC(=O)Nc3ccc(F)cc3)cc2CC(=O)N([C@H](C)CO)C[C@H]1C | 0.8 | . | 3.8 | 8.0
C[C@@H]1CCCCO[C@@H](CN(C)C(=O)Nc2ccc3c(c2)OCO3)[C@H](C)CN([C@@H](C)CO)C(=O)c2cc(NC(=O)Nc3ccc(F)cc3)ccc2O1 | 2.0 | 33.1 | -0.5 | 3.6
C[C@@H]1CN([C@@H](C)CO)C(=O)Cc2cc(NC(=O)C3CCCCC3)ccc2O[C@H]1CN(C)Cc1ccncc1 | 5.7 | 61.6 | 1.2 | -24.5
COc1ccc2c3c([nH]c2c1)[C@H](CO)N(CC1CC1)CC31CN(C(=O)Nc2cccc(F)c2)C1 | -3.4 | . | -1.0 | -49.9
O=S(=O)(c1ccccc1F)N1CCCCN2[C@H](CO)[C@H](c3ccc(-c4cncnc4)cc3)[C@H]2C1 | -8.2 | 88.7 | -0.7 | 19.9
CO[C@H]1CN(C)C(=O)c2cc(NC(=O)C3CCOCC3)ccc2OC[C@@H](C)N(C)C[C@@H]1C | -1.7 | -73.0 | 0.5 | .
Cc1ccc(S(=O)(=O)Nc2ccc3c(c2)C(=O)N([C@@H](C)CO)C[C@H](C)[C@@H](CN(C)C(=O)Nc2ccc4c(c2)OCO4)OCCCC[C@H](C)O3)cc1 | 0.7 | . | 0.5 | -78.6
CCCN1C[C@@H](C)[C@H](OC)CN(C)C(=O)c2cc(NC(=O)NC3CCCCC3)ccc2OC[C@H]1C | . | -20.6 | -0.2 | .
C[C@H]1CN([C@@H](C)CO)C(=O)c2cc(-c3ccncc3)cnc2O[C@H]1CN(C)S(=O)(=O)c1ccccc1 | 2.2 | 32.7 | -1.9 | -77.6
C[C@@H]1CN([C@H](C)CO)S(=O)(=O)c2ccc(C#CC3(O)CCCC3)cc2O[C@H]1CN(C)C(=O)Nc1ccc(F)cc1 | -3.4 | -56.5 | -0.9 | -34.6
COc1ccc(S(=O)(=O)Nc2ccc3c(c2)CC(=O)N([C@H](C)CO)C[C@@H](C)[C@@H](CN(C)C(=O)Nc2ccc4c(c2)OCO4)O3)cc1 | -2.4 | -15.9 | 0.8 | -6.5
CO[C@@H](CN(C)C(=O)c1cc(Cl)cc(Cl)c1)[C@@H](C)CN(C(=O)Nc1ccc(F)cc1)[C@H](C)CO | . | 53.2 | -1.2 | -7.3
C[C@@H]1CN([C@H](C)CO)C(=O)c2cc(C3=CCCC3)cnc2O[C@H]1CN(C)C(=O)CN(C)C | 2.2 | . | -1.0 | 9.5
Cc1ccccc1-c1ccc2c(c1)O[C@H](CN(C)C(=O)Nc1ccc(C(F)(F)F)cc1)[C@H](C)CN([C@H](C)CO)S2(=O)=O | 7.0 | 60.3 | -2.0 | -67.2
CN(C)CC#Cc1ccc([C@H]2[C@H](CO)N3CCCCN(CC4CC4)C[C@@H]23)cc1 | 10.1 | -75.2 | 4.1 | 20.2
C[C@H]1CN([C@@H](C)CO)C(=O)Cc2cc(NC(=O)C3CCCCC3)ccc2O[C@@H]1CN(C)C(=O)Nc1cccc2ccccc12 | -1.2 | -3.0 | 0.2 | 23.8
C[C@@H]1CCCCO[C@@H](CN(C)CC2CCCCC2)[C@H](C)CN([C@H](C)CO)C(=O)c2cc(NC(=O)Nc3ccc(F)cc3)ccc2O1 | -6.1 | 104.6* | -0.1 | -89.9*
CN1C(=O)c2cc(NC(=O)c3cccs3)ccc2OC[C@H]2O[C@@H](CC(=O)NCC(F)(F)F)CC[C@@H]21 | -3.4 | -10.0 | 0.3 | -11.4
O=C(c1ccccn1)N1C[C@H]2[C@@H](c3ccccc31)[C@@H](CO)N2C(=O)c1ccccn1 | 5.2 | 41.9 | 0.5 | 8.4
O=C(C[C@H]1CC[C@H]2[C@@H](COC[C@@H](O)CN2S(=O)(=O)c2ccccc2F)O1)N1CCC(Cc2ccccc2)CC1 | 10.3&9.8 | 49.6 | -0.4 | -12.1
COc1ccc(-c2ccc3c(c2)O[C@H](CN(C)Cc2ccccc2C(=O)O)[C@@H](C)CN([C@H](C)CO)S3(=O)=O)cc1 | -2.2 | -49.3 | 1.5 | -18.1
O=C(Cc1ccccn1)N[C@H]1CC[C@@H](CCNS(=O)(=O)c2cccc(F)c2)O[C@@H]1CO | . | 100.9* | 5.8 | 1.7
Cc1ccc(-c2ccc3c(c2)O[C@@H](CN(C)Cc2ccccn2)[C@@H](C)CN([C@@H](C)CO)S3(=O)=O)cc1 | -8.2 | 74.0 | 4.8 | -42.1
COCC(=O)Nc1ccc2c(c1)C(=O)N(C)C[C@H](OC)[C@@H](C)CN(Cc1ccccc1F)[C@@H](C)CO2 | . | 68.6 | 0.4 | -70.9
COc1ccc(S(=O)(=O)N(C)C[C@H]2Oc3ccc(NC(=O)C4CCCCC4)cc3C(=O)N([C@@H](C)CO)C[C@@H]2C)cc1 | -0.6 | 3.0 | -1.0 | -37.6

Shown as a hit in Pf Dd2 inh (from the list above):
Structure | C diff HTS | GASC1 inh | Pf Dd2 inh
C[C@@H]1CCCCO[C@@H](CN(C)CC2CCCCC2)[C@H](C)CN([C@H](C)CO)C(=O)c2cc(NC(=O)Nc3ccc(F)cc3)ccc2O1 | -6.1 | -0.1 | -89.9*

Additional entries follow:
SMILES | C diff HTS | T cruzi growth | GASC1 inh | Pf Dd2 inh
Cc1ccc(-c2ccc3c(c2)O[C@@H](CN(C)Cc2cncnc2)[C@H](C)CN([C@H](C)CO)S3(=O)=O)cc1 | -0.5 | . | -1.3 | -2.4
C[C@H]1CN([C@@H](C)CO)C(=O)Cc2cc(NC(=O)CCCCCC(=O)Nc3ccccc3N)ccc2O[C@H]1CN(C)Cc1ccc(Cl)c(Cl)c1 | -6.8 | 85.3 | 0.6 | -58.5
CC=Cc1ccc2n(c1=O)C[C@H]1[C@H](CO)[C@@H](C(=O)N[C@H](C)c3ccccc3)N(C(=O)c3cnccn3)[C@@H]21 (mixture of isomers) | -6.8 | -44.0 | 0.8 | .
Cc1ccc(S(=O)(=O)Nc2ccc3c(c2)C(=O)N([C@@H](C)CO)C[C@H](C)[C@H](CN(C)S(=O)(=O)c2ccc(C)cc2)OCCCC[C@@H](C)O3)cc1 | . | 91.8 | -0.5 | -69.7
C[C@@H]1CN([C@H](C)CO)C(=O)c2cc(NC(=O)CCCCCC(=O)Nc3ccccc3N)ccc2O[C@@H]1CN(C)Cc1ccncc1 | -2.5 | 14.4 | -0.8 | 6.9
CC(C)NC(=O)N(C)C[C@@H]1OCc2cnnn2CCCC(=O)N([C@H](C)CO)C[C@@H]1C | -1.5 | 11.8 | 0.6 | 4.4
COc1ccc(CN(C)C[C@@H]2Oc3ccc(NS(=O)(=O)c4ccccc4)cc3C(=O)N([C@@H](C)CO)C[C@@H]2C)cc1 | 1.5 | . | -0.1 | -1.3
CCCN(C)C[C@@H]1Oc2ncc(C#Cc3ccc(OC)c(OC)c3)cc2C(=O)N([C@H](C)CO)C[C@@H]1C | 7.6 | 23.9 | -0.6 | -82.3*
COC(=O)C[C@@H]1CC[C@@H]2[C@@H](COc3ccc(NC(=O)Nc4cccc(Cl)c4)cc3C(=O)N2C)O1 | -4.8 | 64.7 | 0.6 | -11.1
C/C=C/c1ccc([C@H]2[C@H](CO)N3C(=O)CN(C(=O)c4ccncc4)C[C@@H]23)cc1 | 4.6 | . | 0.4 | 9.9
CN1C(=O)c2cc(NC(=O)c3ccccc3)ccc2OC[C@H]2O[C@H](CC(=O)NCC3CC3)CC[C@@H]21 | 14.9 | -4.3 | -0.8 | -9.6
COc1ccc(CN(C)C[C@@H]2Oc3c(NC(=O)Nc4c(C)noc4C)cccc3C(=O)N([C@H](C)CO)C[C@@H]2C)cc1 | -5.5 | -13.4 | 2.1 | 17.0
C[C@H]1CN([C@@H](C)CO)C(=O)c2cc(N(C)C)ccc2O[C@@H]1CN(C)Cc1ccncc1 | 1.4 | 31.3 | 11.3 | 35.7
